Source: PubChem BioAssay (The Scripps Research Institute Molecular Screening Center)
DDE Tn7 FP inh: inhibitors of Tn7 peptide binding to human fibrin DD(E). FP displacement of FITC-Tn7 peptide from fibrin DD(E); 0% = median of compound wells per plate. inhibition, % at 8.3 µM. AID 720508. P02675. 370,000 compounds, 0.13% hits;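 active = inhibition above the mean of compounds falling within the control limits plus 3 SD of them, cut at about 14% in these data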;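 note: 0% = plate median of compound wells and 100% = 10 µM Aha-Tn7 peptide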
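system = human fibrin DD(E) protein | quantity = DD(E) 2 µM final | medium = Tris/NaCl/CaCl2 buffer, pH 7.8 | also added = labelled Tn7 tracer, 0.1 µM | compound dosing = single point at 8.3 µM | timing = compound with protein 10 min, then 3 h after probe, room temperature | signal = FP measurement | benchmarks = Aha-Tn7 high control | repeats = one replicate per compound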
PLC-gamma1 inh: PLC-gamma1 (human) inhibition, primary screen. inhibition, % at 12.2 µM. purified PLC-gamma1, fluorogenic substrate, fluorescence. AID 720700. P19174. 370,000 compounds, 0.84% hits; in the data active = inhibition above about 9.5%
ADAM17 inh: ADAM17 inhibition, QFRET primary screen; P78536; recombinant ADAM17, EDANS/DABCYL FRET peptide cleavage; inhibition, % at 6.95 µM; 370,000 compounds, 0.83% hits;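 active = inhibition above the mean of compounds lying between control limits plus 3 SD, set per campaign, cut at about 8.5% in these data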;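 note: 0% = DMSO-only wells as the low control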
Target sequence (P78536 215-824 limits assumed): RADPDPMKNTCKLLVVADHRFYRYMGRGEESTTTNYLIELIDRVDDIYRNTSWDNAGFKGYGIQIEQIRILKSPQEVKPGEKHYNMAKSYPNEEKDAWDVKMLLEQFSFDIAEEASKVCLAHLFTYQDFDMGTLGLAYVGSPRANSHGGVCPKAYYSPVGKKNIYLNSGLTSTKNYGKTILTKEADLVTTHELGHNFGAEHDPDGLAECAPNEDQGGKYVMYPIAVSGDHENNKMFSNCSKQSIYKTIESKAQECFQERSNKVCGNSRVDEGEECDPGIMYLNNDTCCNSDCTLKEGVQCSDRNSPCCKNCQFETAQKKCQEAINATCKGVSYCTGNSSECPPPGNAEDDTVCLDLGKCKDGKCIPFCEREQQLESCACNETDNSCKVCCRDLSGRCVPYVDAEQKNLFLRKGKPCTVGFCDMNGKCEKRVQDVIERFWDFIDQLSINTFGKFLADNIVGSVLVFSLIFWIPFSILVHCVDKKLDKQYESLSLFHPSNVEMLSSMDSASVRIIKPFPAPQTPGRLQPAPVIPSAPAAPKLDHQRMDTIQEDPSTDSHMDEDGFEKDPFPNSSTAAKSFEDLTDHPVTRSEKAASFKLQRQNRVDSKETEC
Tn6 DDE FP: disrupts Tn6 cyclic peptide binding to fibrin D-Dimer-E complex; 370,000 compounds, 0.21% hits; Fibrin DD(E) TRITC-Tn6 fluorescence polarization displacement; inhibition, % at 8.3 µM; P02675; AID 720509;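 active = inhibition above a per-campaign cutoff: mean of compounds within control limits plus 3 SD, cut at about 15% in these data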;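 note: 0% = median of all compound wells on the plate and 100% = blocking peptide control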
ASAP1 inh: ASAP1 ArfGAP inhibition | ASAP1-stimulated ARF1 GTP hydrolysis, GDP FP detection | inhibition, % at 16.5 µM | 360,000 compounds, 0.19% hits; in the data active = inhibition above about 25%;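 note: 0% = vehicle with enzyme and substrate and 100% = no enzyme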
PLC-beta3 inh: PLC-beta3 (human) inhibition, primary screen; AID 720704; 370,000 compounds, 0.18% hits; Purified PLC-beta3, fluorogenic substrate, fluorescence; inhibition, % at 12.2 µM; in the data active = inhibition above about 11%;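 note: 0% = median of compound wells on plate and 100% = full blocker control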
ADAM10 inh: inhibits human ADAM10 | recombinant ADAM10, EDANS/DABCYL FRET peptide cleavage, 3 h | inhibition, % at 7 µM | 370,000 compounds, 0.62% hits | AID 720582;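 active = inhibition above a per-campaign cutoff equal to the mean of compounds falling between control-based bounds plus 3 SD, cut at about 20% in these data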;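 note: 0% = DMSO wells while the 100% control is not disclosed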
TDP2 inh: blocks human TDP2 phosphodiesterase activity. inhibition, % at 12.8 µM. 370,000 compounds, 0.34% hits. AID 720702. O95551. recombinant TDP2, T5PNP hydrolysis, p-nitrophenol absorbance 415 nm;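 active = inhibition above the mean of all tested compounds plus 3 SD, set per campaign, cut at about 25% in these data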;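 note: 0% = DMSO with enzyme and 100% = buffer with substrate but no TDP2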
Target sequence (O95551 whole entry, looked up): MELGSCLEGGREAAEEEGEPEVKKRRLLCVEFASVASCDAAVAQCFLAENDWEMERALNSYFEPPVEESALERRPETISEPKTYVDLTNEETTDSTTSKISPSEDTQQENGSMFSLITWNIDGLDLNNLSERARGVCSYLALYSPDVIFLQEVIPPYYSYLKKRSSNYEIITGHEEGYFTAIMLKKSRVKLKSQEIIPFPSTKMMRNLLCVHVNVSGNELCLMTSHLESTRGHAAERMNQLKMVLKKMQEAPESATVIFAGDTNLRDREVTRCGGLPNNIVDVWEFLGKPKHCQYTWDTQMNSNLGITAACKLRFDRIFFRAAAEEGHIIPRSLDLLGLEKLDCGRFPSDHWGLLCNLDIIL
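test system = human TDP2 enzyme | input = TDP2 enzyme at 120 nM final | medium = 50 mM Tris-HCl pH 7.5 with Mg2+, KCl, DTT, BSA | also added = T5PNP substrate, 5 mM | times = 2 h at 37 °C | technique = epi absorbance | benchmarks = high control without enzyme, low control DMSO plus TDP2 | replication = each compound tested once, singlicate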
SIAE inh: human SIAE inhibition, primary screen. inhibition, % at 9.66 µM. 370,000 compounds, 0.69% hits. AID 1053197. Q9HAT2. SIAE FP-Rh probe binding, fluorescence polarization;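 active = inhibition above a cutoff: mean of compounds within the control limits plus 3 SD of those, cut at about 17% in these data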;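 note: 0% = plate median of compound wells and 100% = probe without SIAE protein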
ARFGAP1 inhibitor: inhibits rat ARF GTPase activating protein 1. Arfgap1-stimulated ARF1 GTP hydrolysis, GDP FP detection. inhibition, % at 16.5 µM. 360,000 compounds, 0.26% hits;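 active = inhibition above a per-plate limit, mean inhibition of low control wells plus 3 SD, cut at about 25% in these data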;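 note: 0% = DMSO wells with enzyme and 100% = wells lacking Arfgap1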
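Repeats: one replicate per compound; assay system: rat Arfgap1 catalytic domain, aa 1-136; times: enzyme reaction 120 min at 25 °C after 20 min preincubation; detection: FP of antibody-bound GDP Alexa 633 tracer, ex 620/em 688 nm; benchmarks: high control wells lacking Arfgap1, low control full reaction with DMSO; reagent: human ARF1(Δ1-17)-GTP substrate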
Starred values were filed as active, the others as inactive.

How did COc1cc(C(=O)N/N=C/c2ccc(OC(=O)c3cccc(C)c3)c(OC)c2)ccc1O do in these assays?
DDE Tn7 FP inh: 4; PLC-gamma1 inh: 0; ADAM17 inh: 2; Tn6 DDE FP: -9; ASAP1 inh: 8; PLC-beta3 inh: -7; ADAM10 inh: 13; TDP2 inh: -2; SIAE inh: 3; ARFGAP1 inhibitor: 22

What do the screens show for `O=C(COc1ccc2ccccc2c1)N1CCN(C(=O)c2ccco2)CC1`?
DDE Tn7 FP inh: 1; PLC-gamma1 inh: 4; ADAM17 inh: 0; Tn6 DDE FP: -2; ASAP1 inh: 7; PLC-beta3 inh: 5; ADAM10 inh: 12; TDP2 inh: -13; SIAE inh: 8; ARFGAP1 inhibitor: -3

What do the screens show for `CN1CCN(C(=S)c2ccc(-c3cccc(Cl)c3Cl)o2)CC1`?
DDE Tn7 FP inh: -3; PLC-gamma1 inh: -2; ADAM17 inh: 5; Tn6 DDE FP: 1; ASAP1 inh: -4; PLC-beta3 inh: -4; ADAM10 inh: 0; TDP2 inh: -3; SIAE inh: -2; ARFGAP1 inhibitor: -8

Results for COc1ccc(/C(CC2(O)C(=O)Nc3ccccc32)=N\O)cc1 (stereo not drawn) ?
DDE Tn7 FP inh: 6; PLC-gamma1 inh: -10; ADAM17 inh: -8; Tn6 DDE FP: 0; ASAP1 inh: 2; PLC-beta3 inh: -16; ADAM10 inh: 2; TDP2 inh: 4; SIAE inh: -5; ARFGAP1 inhibitor: -1

Results for CC(=O)c1ccc(OCC(O)CNCc2ccc3c(c2)OCO3)cc1 (stereo not drawn) ?
DDE Tn7 FP inh: 0; PLC-gamma1 inh: 1; ADAM17 inh: -2; Tn6 DDE FP: 2; ASAP1 inh: -5; PLC-beta3 inh: -5; ADAM10 inh: -3; TDP2 inh: 1; SIAE inh: 2; ARFGAP1 inhibitor: -7

What do the screens show for `CCCn1c(N)c(C(=O)COC(=O)c2cccc(S(=O)(=O)N3CCOCC3)c2)c(=O)[nH]c1=O`?
DDE Tn7 FP inh: 6; PLC-gamma1 inh: 0; ADAM17 inh: -6; Tn6 DDE FP: -6; ASAP1 inh: 6; PLC-beta3 inh: -6; ADAM10 inh: -12; TDP2 inh: 4; SIAE inh: 3; ARFGAP1 inhibitor: -3

How did CC(C)(C(=O)c1ccccc1)/[N+]([O-])=C/c1ccccc1F do in these assays?
DDE Tn7 FP inh: -2; PLC-gamma1 inh: 0; ADAM17 inh: -3; Tn6 DDE FP: -3; ASAP1 inh: 2; PLC-beta3 inh: 2; ADAM10 inh: 1; TDP2 inh: -8; SIAE inh: -3; ARFGAP1 inhibitor: 0

What do the screens show for `COc1ccc(NC(=O)CN2C(=O)NC3(CCCC3)C2=O)cc1`?
DDE Tn7 FP inh: 8; PLC-gamma1 inh: 2; ADAM17 inh: -1; Tn6 DDE FP: -1; ASAP1 inh: 7; PLC-beta3 inh: -5; ADAM10 inh: -4; TDP2 inh: 21; SIAE inh: -1; ARFGAP1 inhibitor: 1

How did CC(=O)NCCc1nc2ccccc2n1Cc1cc(C)ccc1C do in these assays?
DDE Tn7 FP inh: 2; PLC-gamma1 inh: 1; ADAM17 inh: -6; Tn6 DDE FP: -2; ASAP1 inh: -3; PLC-beta3 inh: -6; ADAM10 inh: -4; TDP2 inh: 8; SIAE inh: 4; ARFGAP1 inhibitor: 2

What do the screens show for `COC(=O)[C@]12C[C@H](CC(=O)N3CCN(C(=O)C4CC4)CC3)C(=O)N(Cc3ccccc3)C1=C[C@H](C(C)(C)C)O[C@@H]2C`?
DDE Tn7 FP inh: 2; PLC-gamma1 inh: 0; ADAM17 inh: -4; Tn6 DDE FP: 1; ASAP1 inh: 7; PLC-beta3 inh: -2; ADAM10 inh: -4; TDP2 inh: 2; SIAE inh: -3; ARFGAP1 inhibitor: 0

Results for O=C(/C=C/c1ccccc1[N+](=O)[O-])Nc1cccnc1 ?
DDE Tn7 FP inh: 0; PLC-gamma1 inh: 3; ADAM17 inh: 1; Tn6 DDE FP: -2; ASAP1 inh: -2; PLC-beta3 inh: 3; ADAM10 inh: -4; TDP2 inh: -2; SIAE inh: 4; ARFGAP1 inhibitor: 14

What do the screens show for `COc1cc(OC)cc(C(=O)Nc2ccc(S(=O)(=O)Nc3cc(C)on3)cc2)c1`?
DDE Tn7 FP inh: 2; PLC-gamma1 inh: 1; ADAM17 inh: -1; Tn6 DDE FP: 0; ASAP1 inh: 1; PLC-beta3 inh: 2; ADAM10 inh: -3; TDP2 inh: 4; SIAE inh: -7; ARFGAP1 inhibitor: 1

Two compounds picked at random from the list so far:
What do the screens show for `COc1cc(OC)cc(C(=O)Nc2ccc(S(=O)(=O)Nc3cc(C)on3)cc2)c1`?
DDE Tn7 FP inh: 2; PLC-gamma1 inh: 1; ADAM17 inh: -1; Tn6 DDE FP: 0; ASAP1 inh: 1; PLC-beta3 inh: 2; ADAM10 inh: -3; TDP2 inh: 4; SIAE inh: -7; ARFGAP1 inhibitor: 1

How did CC(=O)NCCc1nc2ccccc2n1Cc1cc(C)ccc1C do in these assays?
DDE Tn7 FP inh: 2; PLC-gamma1 inh: 1; ADAM17 inh: -6; Tn6 DDE FP: -2; ASAP1 inh: -3; PLC-beta3 inh: -6; ADAM10 inh: -4; TDP2 inh: 8; SIAE inh: 4; ARFGAP1 inhibitor: 2

Later entries
What do the screens show for `CC1CC(C)CN(C2CCCCC2NS(=O)(=O)c2ccc(Cl)cc2)C1` (stereo not drawn)?
DDE Tn7 FP inh: 7; PLC-gamma1 inh: 1; ADAM17 inh: -2; Tn6 DDE FP: -4; ASAP1 inh: 1; PLC-beta3 inh: -4; ADAM10 inh: 1; TDP2 inh: 2; SIAE inh: -1; ARFGAP1 inhibitor: 5

How did Cc1ncccc1C(=O)N1CCCC(C(=O)c2ccc3c4c(cccc24)CC3)C1 (stereo not drawn) do in these assays?
DDE Tn7 FP inh: -5; PLC-gamma1 inh: -91; ADAM17 inh: -119; Tn6 DDE FP: 0; ASAP1 inh: 7; PLC-beta3 inh: -111; ADAM10 inh: -383; TDP2 inh: -11; SIAE inh: -3; ARFGAP1 inhibitor: 5

What do the screens show for `COc1ccc(/C=C/C(=O)NC(=S)NNC(=O)c2c(-c3ccccc3)noc2C)cc1`?
DDE Tn7 FP inh: 0; PLC-gamma1 inh: -8; ADAM17 inh: -2; Tn6 DDE FP: -3; ASAP1 inh: -5; PLC-beta3 inh: -9; ADAM10 inh: -8; TDP2 inh: 12; SIAE inh: -2; ARFGAP1 inhibitor: 8

How did O=C(Nc1ncn[nH]1)c1ccc(S(=O)(=O)N2CCOCC2)cc1 do in these assays?
DDE Tn7 FP inh: 8; PLC-gamma1 inh: 1; ADAM17 inh: -7; Tn6 DDE FP: -1; ASAP1 inh: -4; PLC-beta3 inh: -6; ADAM10 inh: 2; TDP2 inh: 3; SIAE inh: 2; ARFGAP1 inhibitor: 3

Results for COCCn1c(SCC(=O)N(C)c2ccccc2)nc2c([nH]c3ccccc32)c1=O ?
DDE Tn7 FP inh: 3; PLC-gamma1 inh: 0; ADAM17 inh: -1; Tn6 DDE FP: 7; ASAP1 inh: -5; PLC-beta3 inh: -4; ADAM10 inh: -2; TDP2 inh: 11; SIAE inh: 0; ARFGAP1 inhibitor: -3

How did O=Cc1c(NCCc2ccc(F)cc2)c2ccccc2[nH]c1=O do in these assays?
DDE Tn7 FP inh: -1; PLC-gamma1 inh: 1; ADAM17 inh: 0; Tn6 DDE FP: 1; ASAP1 inh: -5; PLC-beta3 inh: 4; ADAM10 inh: -3; TDP2 inh: 12; SIAE inh: -4; ARFGAP1 inhibitor: -11

How did COC(=O)c1ccc(N2CCC(c3cc(-c4ccc(OC)cc4)n[nH]3)CC2)c([N+](=O)[O-])c1 do in these assays?
DDE Tn7 FP inh: 8; PLC-gamma1 inh: 6; ADAM17 inh: 12*; Tn6 DDE FP: -2; ASAP1 inh: 1; PLC-beta3 inh: 4; ADAM10 inh: 29*; TDP2 inh: 1; SIAE inh: -19; ARFGAP1 inhibitor: 8

Results for Cc1cc(C)n2nc(C(=O)OCC(=O)NCc3ccc(F)cc3)nc2n1 ?
DDE Tn7 FP inh: 0; PLC-gamma1 inh: 2; ADAM17 inh: -5; Tn6 DDE FP: 2; ASAP1 inh: 12; PLC-beta3 inh: -5; ADAM10 inh: -7; TDP2 inh: -3; SIAE inh: 8; ARFGAP1 inhibitor: -1

Results for COc1ccc(C(=O)NCCS(=O)(=O)N2CCc3ccccc3C2)c(OC)c1 ?
DDE Tn7 FP inh: 3; PLC-gamma1 inh: -3; ADAM17 inh: -4; Tn6 DDE FP: -4; ASAP1 inh: 2; PLC-beta3 inh: -9; ADAM10 inh: -12; TDP2 inh: 7; SIAE inh: -8; ARFGAP1 inhibitor: 13

What do the screens show for `N/C(=N/OC(=O)c1ccccc1Cl)c1ncc([N+](=O)[O-])s1`?
DDE Tn7 FP inh: 0; PLC-gamma1 inh: -1; ADAM17 inh: 2; Tn6 DDE FP: -3; ASAP1 inh: 4; PLC-beta3 inh: -10; ADAM10 inh: 2; TDP2 inh: 3; SIAE inh: 3; ARFGAP1 inhibitor: -1

How did CC1=NC2=CC=CC3=NC(C(Cl)(Cl)Cl)=NC(=N1)N23 do in these assays?
DDE Tn7 FP inh: 0; PLC-gamma1 inh: -11; ADAM17 inh: -14; Tn6 DDE FP: -3; ASAP1 inh: 15; PLC-beta3 inh: -16; ADAM10 inh: -53; TDP2 inh: 11; SIAE inh: 10; ARFGAP1 inhibitor: 6

Results for C=CCNc1scc(-c2ccccc2)[n+]1CC=C ?
DDE Tn7 FP inh: -4; PLC-gamma1 inh: 6; ADAM17 inh: 3; Tn6 DDE FP: -5; ASAP1 inh: -14; PLC-beta3 inh: -2; ADAM10 inh: 5; TDP2 inh: -25; SIAE inh: 5; ARFGAP1 inhibitor: 5
